eIF4E-4G inh: inhibitors of eIF4E and eIF4G interaction in translation initiation; P63073+Q04637; TR-FRET eIF4E-eIF4GI(517-606) binding, 2 h; inhibition, % at 21.7 µM; 220,000 tested, 0.37% active; AID 782;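 further: 0% = full FRET control wells and 100% = background wells lacking eIF4GI fragment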
14-3-3 Bad inh: disrupts binding of bovine 14-3-3 zeta to phospho-Bad peptide; TR-FRET 14-3-3zeta/Dy647-pBad peptide displacement, 1 h; P63103; inhibition, % at 21.7 µM; 220,000 tested, 0.71% active;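 active means inhibition above about 70%, limit read from the data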;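 further: 0% = full 14-3-3 plus peptide FRET controls and 100% = background without 14-3-3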
Target sequence (P63103 whole entry, looked up): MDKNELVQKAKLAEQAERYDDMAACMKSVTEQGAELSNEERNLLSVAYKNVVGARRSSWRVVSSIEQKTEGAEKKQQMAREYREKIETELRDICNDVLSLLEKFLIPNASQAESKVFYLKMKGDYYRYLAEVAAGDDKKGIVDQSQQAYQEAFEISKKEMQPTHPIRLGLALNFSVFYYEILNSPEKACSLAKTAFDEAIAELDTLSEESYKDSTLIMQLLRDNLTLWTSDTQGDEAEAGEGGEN
Thrombin inh: inhibitors of human thrombin; inhibition, % at 5 µM; alpha-thrombin, Boc-VPR-AMC fluorogenic substrate cleavage; 220,000 tested, 0.26% active;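 active means inhibition at or above 40%; inactive means inhibition below 40%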;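 further: 0% = enzyme with no compound and 100% = wells without enzyme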
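System: Human alpha-thrombin protein | Medium: pH 7.5 Tris (50 mM) with NaCl 150 mM, Tween 20 0.05% | Times: Enzyme reaction carried out at room temperature | Detection: AMC fluorescence, 355/460 nm | Evaluation: Percent inhibition scaled between no-compound controls and no-enzyme blanks | Benchmarks: Enzyme without compound as high, wells lacking enzyme as low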
Furin inh: inhibitors of human furin. P09958. purified furin, fluorogenic substrate cleavage. inhibition, % at 30 µM. 220,000 tested, 0.061% active. AID 463115; in the data active means inhibition above about 25%; further: inactives centre near -15
p47phox inh: blocks human p47phox regulatory protein of NADPH oxidases | 220,000 tested, 0.53% active | p47phox/p22phox peptide binding, fluorescence polarization, 2 h | AID 1274 | inhibition, % at 24.7 µM | P14598;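 further: 0% = p47phox with labelled peptide and 100% = labelled peptide alone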
Cl transport mod: modulators of human KCC2 chloride dependent transport | Q9H2X9 | KCC2 cells, thallium flux FluoZin-2 fluorescence | B-score of Tl+ flux slope (higher = more flux/activation; lower = inhibition) at 10 µM | 190,000 tested, 2.2% active;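 active means thallium flux slope and its plate-corrected score both differing from the plate sample mean at a set confidence after two filtering rounds, in either direction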;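 further: slope of fluorescence scaled to starting intensity during 10 to 20 s after thallium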
EBV gp42 inh: inhibitors of Epstein-Barr virus glycoprotein 42 | inhibition, % (tested at 21.74 µM) | Q1HVG2 | Fluorescence polarization binding assay, mP read-out | 220,000 tested, 0.42% active; in the data active means inhibition above about 50%
Target sequence (Q1HVG2 whole entry, looked up): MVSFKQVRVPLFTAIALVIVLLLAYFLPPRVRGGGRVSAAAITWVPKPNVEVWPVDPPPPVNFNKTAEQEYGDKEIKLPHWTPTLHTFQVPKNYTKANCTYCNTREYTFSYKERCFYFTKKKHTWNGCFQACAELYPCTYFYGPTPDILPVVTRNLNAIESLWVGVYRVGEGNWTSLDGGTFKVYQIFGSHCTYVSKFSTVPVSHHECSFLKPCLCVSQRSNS
hK5 inh: inhibitors of human kallikrein 5; 210,000 tested, 0.59% active; recombinant hK5, fluorogenic AMC substrate cleavage; inhibition, % at 5 µM; Q9Y337;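 active means inhibition of 40% or more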;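 further: 0% = enzyme controls without compound and 100% = no-enzyme blanks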
Target sequence (Q9Y337 67-293 limits assumed): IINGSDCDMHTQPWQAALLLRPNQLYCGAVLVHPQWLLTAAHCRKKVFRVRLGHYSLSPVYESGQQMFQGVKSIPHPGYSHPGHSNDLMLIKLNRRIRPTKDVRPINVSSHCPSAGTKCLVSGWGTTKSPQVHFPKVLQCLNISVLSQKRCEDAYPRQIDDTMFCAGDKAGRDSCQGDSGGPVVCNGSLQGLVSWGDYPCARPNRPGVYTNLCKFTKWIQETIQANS
Rad51 HR inh: blocks human Rad51 in homologous recombination; Q06609; hRad51 DNA strand exchange, fluorescence dequenching; inhibition, % at 10 µM; 200,000 tested, 0.085% active;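 active means inhibition above 40% at the single screening dose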;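 further: 0% = DMSO control wells and 100% = blanks with heterologous ssDNA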
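Material: human Rad51–ssDNA filaments; Probe or stimulus: labelled 47-mer dsDNA for strand exchange; Doses: single 10 µM dose; Incubation: 37 °C 15-min filament assembly, 30-min compound preincubation, 15-min exchange; Technique: FRET fluorescence dequenching, excitation 485 nm, emission 520 nm; Measure: Fluorescence-based percent inhibition, control- and blank-normalised; Benchmarks: plate control and blank wells.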
Starred values were filed as active, the others as inactive; nt = not tested or not shown; [ ] = dose if it differs, or a comment.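 How the source made its calls, unless noted: active means inhibition above about 30% (limit read from the data); inactive means the rest.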

smiles,eIF4E-4G inh,14-3-3 Bad inh,Thrombin inh,Furin inh,p47phox inh,Cl transport mod,EBV gp42 inh,hK5 inh,Rad51 HR inh
O=S(=O)(Nc1cccc(CCc2ccccn2)c1)c1ccc(Cl)cc1,5,1,-1,-26,-1,-1.1,-6,5,13
CSc1nsc(SC)c1C(=O)Nc1ccc(C(C)(C)C)cc1,-1,-5,1,-25,-13,0.39,-11,3,24
CN(C)C(=O)CSc1nnc(CCCCCNC(=O)OC(C)(C)C)o1,6,-1,2,-33,14,0.86,-17,-10,6
CC(C)(C)C1(O)CC(C(F)(F)F)=NN1C(=O)CCc1ccccc1 (stereo not drawn),6,0,-7,-11,-13,0.0029,-14,2,7
CCCCn1nnc(NC(=S)NC(=O)c2ccc(-c3cccc(Cl)c3Cl)o2)n1,5,-2,-2,-5,-31,34*,-18,-5,-3
CCN1CCN(C(C(=O)NC2CCCC2)c2ccc(Cl)cc2)CC1 (stereo not drawn),2[fluorescence artefact?],-5[fluorescence artefact?],-1,-16,-10,0.19,-19,-5,-11
COC(=O)[C@H](CCSC)NC(=O)NCCC1=CCCCC1,2,3,-2,-12,-15,nt,4,-16,-6
Cc1cc(C)c(C)c(OCC(=O)NCC2CCCO2)c1 (stereo not drawn),8,-10,-4,-14[20 µM],-9,0.34,-14,-4,-4
O=C(COc1ccccc1Cl)c1ccc2c(c1)CCCC2,-7,1,7,-14,-11,-0.39,-19,-2,nt
O=C(C(Cc1ccc(Cl)cc1)NS(=O)(=O)c1ccccc1)N1CC[C@@]2(O)CCCC[C@H]2C1 (stereo partly drawn),-4,-10,0,-27[20 µM],-5,-0.018,-2,4,-5
CC(C)n1cnnc1SCC(=O)Nc1cccc(S(=O)(=O)N(C)c2ccccc2)c1,-16,2,-1,-32,-11,-2.1,-13,-2,nt
O=C(CSc1ccc2nnc(-c3ccncc3)n2n1)NCC1CCCO1 (stereo not drawn),1,-6,-6,-17,3,-0.0059,-8,1,nt
O=C(NC(=O)c1cccc(OC(F)(F)C(F)F)c1)OC1CCS(=O)(=O)C1 (stereo not drawn),4,-7,2,-15,0,1.7,-20,1,-6
O=c1[nH]c(=O)c2nc3c4ccccc4c4ccccc4c3nc2[nH]1,11,38,-5,-5,-9,nt,-2,-7,30
Cc1ccc(C(=O)NCC2(c3ccccc3)CCCC2)cc1,2,-7,3,-13,5,-0.15,-15,-8,1
CCC(=O)N(Cc1cc2cc(OC)ccc2[nH]c1=O)c1cccc(C)c1,1,-8,2,-26,-8,0.12,-9,-1,-3
CCOc1ccc(-n2c(C)cc(C(=O)CCl)c2C)cc1,-3,-3,-12,-17,-12,-0.086,2,-4,-1
O=C(Nc1cccc2ccccc12)c1nn(C23CC4CC(CC(C4)C2)C3)cc1[N+](=O)[O-],-7,6,-5,-23[20 µM],-7,nt,-22,-2,nt
COc1cc(C2NCCC(=O)C2(C)C)cc(OC)c1OC (stereo not drawn),0,-9,-2,-18,-8,1.8,-6,-11,6
COc1ccc(/C=C/C(=O)NCCOc2ccccc2OC)cc1,-2,9,0,-13,-12,-1.5,-5,-6,11

Ordered by the number under Furin inh (descending): some entries from above.
molecule | Furin inh
O=c1[nH]c(=O)c2nc3c4ccccc4c4ccccc4c3nc2[nH]1 | -5
COc1ccc(/C=C/C(=O)NCCOc2ccccc2OC)cc1 | -13
CCOc1ccc(-n2c(C)cc(C(=O)CCl)c2C)cc1 | -17

(continued)
smiles,eIF4E-4G inh,14-3-3 Bad inh,Thrombin inh,Furin inh,p47phox inh,Cl transport mod,EBV gp42 inh,hK5 inh,Rad51 HR inh
COc1ccccc1S(=O)(=O)CC(O)COc1ccc(C#N)cc1 (stereo not drawn),0,-5,nt,-31,4,-0.022,-6,-1,0
CCOC(=O)c1cc(-c2ccc(Cl)s2)[nH]n1,2,1,4,-17,0,-0.24,-13,4,0
O=C(OC1CCOC1=O)c1ccc2ncsc2c1 (stereo not drawn),2[fluorescence artefact?],6[fluorescence artefact?],-2,-11,-16,-0.24,-12,3,3
Cc1ccc(C(=O)N2CCN=C2SCc2ccc([N+](=O)[O-])cc2)cc1C,-7,0,8,-18,1,-0.097,0,-3,-8
O=C(c1ccc(Cl)c(S(=O)(=O)Nc2ccccc2C(=O)N2CCc3ccccc3C2)c1)N1CCc2ccccc2C1,-2,-1,-8,-5,-10,-1.5,14,-17,0
COc1cc2c(cc1/C=C/C(=O)O)OC(C)C2 (stereo not drawn),6,16,-13,-14,-3,-0.18,-13,-6,-3
O=[N+]([O-])c1ccc(NCc2ccc3c(c2)OCO3)cc1,4,-10,4,-17,-10,0.46,9,-8,23
Brc1ccc(-c2nnc(-c3ccccc3)o2)o1,0,0,2,-21[20 µM],-3,-1.2,-6,-8,0
CCNc1nc2cccnc2s1,-3,-6,1,-22,0,0.26,-13,2,-5
O=C(CCC1CCCCC1)Nc1ccccc1-c1ccccc1,3,1,7,-4,-4,0.24,-8,6,0
CN1CCN(c2nc3c(c(=O)n(C)c(=O)n3C)n2CC(N)=O)CC1,-4,-21,-15,-27,-8,0.89,3,-14,3
Cc1c(C(=O)N2CCC(C)CC2)cccc1[N+](=O)[O-],-2,-3,-4,-32,-4,0.027,-13,1,6
Cc1ccc(-c2cc(C(=O)NN)n[nH]2)o1,1,-17,1,-18,0,nt,-7,4,8
COc1ccccc1NC(=O)CN1C(=O)NC(C)(C)C1=O,0,4,-3,-6[20 µM],-6,-0.23,-31,9,5
CC(=O)Nc1ccc(C(=O)OCc2ccc(Cl)c(Cl)c2)cc1,13,1[fluorescence artefact?],-5,-7,-24,-2.1,-10,-13,-6
O=C(OCc1cc([N+](=O)[O-])cc2c1OCOC2)c1ccc2ccccc2n1,1,3,-2,-23,-5,1.3,-3,22,1
CN(CCc1ccccn1)C(=O)Nc1ccc(F)cc1,1,-10,-1,-5,-67,nt,1,-1,4
COc1ccc(CCN2CC(O)=C(c3nc(C)cs3)C2=N)cc1OC,6,31,1,-10[20 µM],-21,0.81,-17,6,-7
CCOC(=O)C1=C(NC(=S)NC(=O)c2ccccc2)c2ccccc2CC1(C)C,0,5,-4,-17[20 µM],-12,3.9*,-7,-11,-1
COC(=O)c1ccc(CSc2ncnc3c2nnn3-c2ccc(OC)cc2)o1,0,0,0,-5,-30,0.023,-18,10,-2
COc1ccc(N(C(=O)CS(=O)CC(=O)Nc2ccc(F)cc2)C(C(=O)NC2CCCCC2)c2cccs2)cc1 (stereo not drawn),0,39[fluorescence artefact?],-4,-2,16,0.068,-5,1,nt
Cc1cccc(N(CC(=O)NC2CCCCC2)C(=O)CCCC(=O)Nc2ccccn2)c1,4,3,0,-18[20 µM],-12,0.41,-12,1,-3
COc1ccc(-c2noc(-c3cc4ccccc4oc3=O)n2)cc1,-9,16,-3,4[20 µM],-1,0.59,-24,-21,nt
CC12CCC(C(=O)N(CCC#N)CCC#N)(CC1=O)C2(C)C (stereo not drawn),1,-5,-7,-22,-8,nt,-8,2,-6
Cn1c(Cc2ccccc2)nnc1SCC(=O)c1cccs1,5,7,2,-14[20 µM],-15,-0.59,-4,-13,4
CCc1ccc(CCC(=O)Nc2ccc(OC)cc2)o1,-5,2,-2,-17[20 µM],-6,1.3,-4,-12,4
COC(=O)c1ccc(-n2c(C)cc(C(=O)CSc3cccc[n+]3[O-])c2C)cc1,1,-3,0,-28,-7,-0.021,-11,-5,73*
C(=N\Nc1ccc2ccccc2n1)/c1ccc2c(c1)OCO2,4,8,-3,-3,2,-0.48,4,-10,5
Fc1ccccc1CSc1nnc(-c2ccccc2)o1,3,1,3,-20[20 µM],-2,nt,-10,7,1
O=[N+]([O-])c1ccccc1N/N=C/c1cccc(O)c1O,-7,3,2,-7,-8,-0.49,7,1,1
Cc1cc(NC(=O)CSc2nnc(-c3ccoc3C)n2N)no1,0,-4,-4,-31,7,0.91,2,2,9
CCOC(=O)C(CC)Sc1nc(N)c(NC(=O)c2ccc(OC)c(OC)c2)c(=O)[nH]1 (stereo not drawn),1[fluorescence artefact?],3[fluorescence artefact?],-3,-12,-14,-1.4,-3,-18,6
Fc1ccccc1N1CCN(c2nc(-c3cccs3)nc3ccccc23)CC1,-1,-3,-4,-6,-16,-1,-17,-7,8
CC1(OC(=O)C2CCCC2)C(=O)C=C2C=C(c3ccsc3)N(CC3CC3)C=C2C1=O (stereo not drawn),4,-5,-3,-1,4,-0.00084,-15,-2,-3
O=C(Nc1cc(-c2nc3ccccc3s2)ccc1Cl)c1ccc2c(c1)OCO2,-4,6,2,-7[20 µM],-6,-0.04,-6,-1,9
CC(C)NC(=O)c1onc(CSc2ccc(Cl)cc2)c1C(=O)O,4[fluorescence artefact?],-4[fluorescence artefact?],-3,-7[20 µM],-12,-0.83,-13,-21,1
Cc1ccccc1-n1sc2cc(F)ccc2c1=O,52*,-29,4,-23,102*,1.4,-25,-5,17
CCOCC(=O)Nc1cc(C(=O)NCCc2ccccc2)ccc1Cl,1,4,-4,-18,-1,nt,-19,3,-3
Cc1cc(C)cc(NC(=O)COc2ccc3c(C)c(Cc4ccccc4)c(=O)oc3c2)c1,-2,-26,-6,-17,-11,-0.52,-28,-7,nt
CCN(CCNC(=O)C1CCCN(S(=O)(=O)CC)C1)c1ccccc1 (stereo not drawn),-1,-4,7,-23,-2,nt,-15,6,0
O=C1c2cccnc2C(O)N1Cc1ccc(F)cc1 (stereo not drawn),3,-1,0,-12[20 µM],-19,nt,-6,-4,2
O=C(CN(Cc1ccccc1)C(=O)CSc1nnc(COc2ccccc2)o1)NC1CCCC1,2,0,-1,-17[20 µM],4,nt,2,-3,-3
Cn1cccc1-c1cc(C(=O)N/N=C/C=C/c2ccccc2)[nH]n1,-4,-9,nt,-13,-9,-1.1,3,2,4
CNc1nc(Nc2ccc(Br)cc2)nc(N)c1[N+](=O)[O-],2,-3[fluorescence artefact?],-8,-14,-24,0.0045,4,-19,5
CCOC(=O)c1c(NC(C)=O)sc2c(OCC(O)CN(CC)CC)c(Br)ccc12 (stereo not drawn),0,3,4,-10,-6,0.43,4,-3,nt
COc1cccc2cc(-c3csc(CCn4nc(C)cc4C)n3)c(=O)oc12,1,0,1,-26,-22,0.17,-17,-5,-8
CCCCN(C(=O)CCC(=O)O)C1CC(=O)N(c2ccc(OCCC)cc2)C1=O (stereo not drawn),3[fluorescence artefact?],-10,-6,-29[20 µM],-10,0.77,-5,-5,-3
CCOC(=O)c1c(NC(=O)c2cc(C(C)C)on2)sc(C(C)=O)c1C,-27,-3[fluorescence artefact?],5,1[20 µM],-3,1.3,-24,-4,-1
CCO[C@@H]1OC(C(=O)O)=C[C@H](C2CC2)[C@H]1CCCO,0,0,-2,-17,0,0.063,-3,-4,-4
O=C1NC(c2cccs2)Nc2sc3c(c21)CCCC3 (stereo not drawn),6,-6[fluorescence artefact?],1,7[20 µM],-29,0.35,-16,1,-2
